# Compound activity (PubChem)
# MsrA act: bovine MsrA enzyme activators, primary screen, biochemical, absorbance, HTS | purified bovine MsrA, absorbance read-out | activation, % at 10.6 µM | 0.3% of 360,000 active | AID 602163, 2012; in the data active means activation above about 7.5%;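 further: 0% = vehicle and 100% = reference activator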
# FAS-TE inh: FAS thioesterase domain inhibitors, primary screen, biochemical, fluorescence intensity, uHTS | 0.67% of 360,000 active | AID 602261, 2012 | inhibition, % at 15 µM | recombinant FAS-TE, OMFH fluorogenic substrate, fluorescence endpoint | Fatty acid synthase (Homo sapiens), P49327;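 active means compounds whose normalised, plate-corrected inhibition of enzyme fluorescence in the single-dose primary screen is 50% or more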;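 further: 0% = DMSO with enzyme and 100% = substrate without enzyme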
# Rin1 Abl inh: inhibitors of Rin1-Abl protein binding, primary screen, biochemical, TR-FRET; Tyrosine-protein kinase ABL1 (Homo sapiens) + Ras and Rab interactor 1 (Homo sapiens), …; 0.4% of 360,000 active; inhibition, % at 7.35 µM; in the data active means inhibition above about 5%, passing the limit was not always enough
# CSN deneddyl inh: inhibitors of CSN-mediated cullin deneddylation, primary screen, biochemical, fluorescence polarization, uHTS | COP9 signalosome complex subunit 5 (Homo sapiens), Q92905 | 0.38% of 360,000 active | inhibition, % at 12.5 µM | Purified CSN, SCF-Nedd8-OG deneddylation;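 active means pattern-corrected inhibition above about 35%, with an unprinted fluorescence ratio check between 0.5 and 1.5, limit read from the data, passing the limit was not always enough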;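 further: 0% = enzyme with substrate and 100% = substrate without enzyme; some results filed as inactive read as strong as hits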
#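 Detection – fluorescence polarization · System – HEK293T-derived human Csn5 enzyme · Controls – substrate-only high control, full reaction low control · Timing – 90 min, room temperature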
# MLLE-PAM2 inh: inhibitors of PABP1 MLLE–PAM2 peptide binding, primary screen, biochemical, fluorescence polarization, FITC-PAM2, GST-MLLE; inhibition, % at 20 µM; 0.36% of 360,000 active; in the data active means inhibition above about 35%, passing the limit was not always enough;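 further: plate controls were DMSO wells with GST-MLLE for no effect and wells lacking GST-MLLE protein for full effect; some results filed as inactive read as strong as hits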
# MsrA inh: bovine MsrA enzyme inhibitors, primary screen, biochemical, absorbance, HTS; 0.75% of 360,000 active; purified bovine MsrA, absorbance read-out; Methionine sulfoxide reductase A (Bos taurus); inhibition, % at 15.5 µM; in the data active means inhibition above about 4.5%;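 further: 0% = vehicle wells with enzyme and 100% = reference inhibitor wells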
# TbMetRS inhib: T. brucei MetRS inhibitors, primary screen, biochemical, luminescence; methionyl-tRNA synthetase (Trypanosoma brucei brucei); purified T. brucei MetRS, ATP depletion, Kinase-Glo luminescence; inhibition, % at 11.9 µM; 0.4% of 360,000 active; AID 624268, 2012;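 active means inhibition above a per-plate cutoff of the control wells' mean inhibition plus 3 SD, cut at about 5.5% in these data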;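 further: 0% = DMSO wells median and 100% = median of wells with control inhibitor compound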
#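 Dosing: 11.9 µM compound single dose, 0.9% DMSO; Assay system: purified T. brucei MetRS enzyme; Measured by: Kinase-Glo luciferase luminescence reporting remaining unconsumed ATP; Schedule: 15 min plus 2 h at 25 °C.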
# E coli Lon inh: inhibitors of E. coli Lon protease, primary screen, biochemical, fluorescence polarization; P0A9M0; purified E. coli Lon protease; AID 602123, 2011; inhibition, % at 7.94 µM; 0.42% of 360,000 active; in the data active means inhibition above about 13%, passing the limit was not always enough;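 further: 0% = enzyme with probe and DMSO and 100% = no enzyme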
# Neddyl block: inhibitors of cullin neddylation, primary screen, biochemical, TR-FRET, uHTS, NAE and Ubc12; 0.58% of 360,000 active; calls only at 25 µM; AID 651699, 2012; in the data active means inhibition above about 36%
# * marks the source's active call; other numbers are inactive results; i = inactive; nt = not tested or not shown; + = active, no number.
# Second line of a record – MsrA act	FAS-TE inh	Rin1 Abl inh	CSN deneddyl inh	MLLE-PAM2 inh	MsrA inh	TbMetRS inhib	E coli Lon inh	Neddyl block
[1] Cc1cc(CNC(=O)C2CCC(=O)N(CCc3ccc(Cl)cc3)C2)no1 (centres undefined)
 : -4	-6	2	1	-4	0.2	0.3	-1	i
[2] Clc1ccc(Nc2nc3cccnc3s2)cc1
 : -4	4	1	-3	-6	-0.4	-0.7	-6	i
[3] COc1ccc2c(c1)C(C)=CC(C)(C)N2C(=O)Nc1ccccc1
 : 4	0	-3	-45	14	0.7	0.7	5	+
[4] Cc1cc([N+](=O)[O-])c(NC2CCCCC2)c([N+](=O)[O-])c1
 : 1	20	-1	7	-3	-0.9	0.0	-1	i
[5] O=C(CSc1nnc(-c2ccco2)n1Cc1ccco1)NCc1ccccc1
 : -11	-13	0	2	5	-1.9	-0.3	-6	i
[6] CCCCn1c(N)c(N(CCOC)C(=O)c2cc(-c3ccco3)nc3ccccc23)c(=O)[nH]c1=O
 : -8	-6	1	28	24	1.0	-0.4	-15	i
[7] CCOC(=O)Cc1csc(NS(=O)(=O)c2ccc3ccccc3c2)n1
 : -3	-8	1	1	2	0.0	0.1	0	i
[8] CN(Cc1ccc(Cl)c(Cl)c1)C(C(=O)NCc1ccccc1)c1ccco1 (centres undefined)
 : nt	nt	nt	4	nt	1.0	-0.1	nt	i
[9] CC(C)CN1C(=O)C(=O)N(CC(=O)Nc2cccc(Cl)c2Cl)C1=O
 : -3	3	2	-4	0	-0.1	-0.4	11	i
[10] O=c1c(Cl)nc2cc(Cl)ccc2n1CCNc1ncc(C(F)(F)F)cc1Cl
 : -14	-10	-1	-1	-9	nt	-1.5	1	i
[11] O=C(OCCn1cncn1)c1cc2ccccc2oc1=O
 : -3	-7	-1	-3	-3	3.3	-0.7	5	i
[12] CCC1C(=O)C(CC)C(c2ccccc2)NC1c1ccccc1 (centres undefined)
 : -1	16	0	2	3	0.1	-0.6	3	i
[13] CCOC(=O)c1cnc(-c2ccccc2)nc1Oc1ccc(Cl)c(Cl)c1
 : -3	14	0	-2	4	1.6	-0.9	2	i
[14] CCN(CC)C(=O)c1cnn(-c2ccccc2)c1NC(=O)c1cccs1
 : 3	-8	0	4	-13	0.4	-0.5	-1	i
[15] N#CCCC1(CCC#N)c2ccccc2C(=O)c2ccccc21
 : -7	0	4	-2	6	0.6	-1.0	-8	i
[16] COc1cc2ccc(NC(C)=O)cc2cc1OC
 : -5	-8	-3	-3	9	3.3	-0.4	-17	i
[17] O=C(Cn1ncc2c([nH]c3ccccc32)c1=O)N1CCOCC1
 : -3	-8	1	-1	-6	-0.2	-0.2	3	i
[18] Cc1cc(=O)[nH]c(Cc2ccc(OC(C)C)cc2)n1
 : -1	-5	-1	3	4	0.1	-0.2	10	i
[19] CCn1c2ccc(/C(C)=N\O)cc2c2cc(/C(C)=N\O)ccc21
 : -4	-11	0	5	-13	0.1	-0.7	-12	i
[20] O=C(Nc1c2c(nn1-c1ccc(F)cc1)CS(=O)(=O)C2)C12CC3CC(CC(C3)C1)C2
 : -4	6	2	5	4	-0.1	-0.1	-6	i
[21] CC(=O)Nc1cc(-c2cccc(F)c2)cn2c(-c3ccccc3)cnc12
 : -3	10	-3	1	-15	0.9	-0.3	-19	i
[22] Cc1ccc(S(=O)(=O)/N=C(/NC(=S)Nc2ccccc2)c2ccccc2)cc1
 : -3	2	-2	0	21	-0.4	0.3	0	i
[23] COc1ccc(-c2ccc(OC(=O)NC3CCS(=O)(=O)C3)cc2)cc1 (centres undefined)
 : -2	-4	-1	-4	5	-0.4	-0.1	3	i
[24] CCOC(=O)C1CCN(S(=O)(=O)c2ccccc2[N+](=O)[O-])CC1
 : -7	1	5	2	7	1.6	-0.7	2	i
[25] O=C(CSc1nnc(Nc2ccccc2F)s1)c1cc2ccccc2o1
 : -4	18	0	-17	-32	0.7	0.1	-34	i
[26] COc1ccc(C(=O)Nc2ccccc2N2CCOCC2)cc1[N+](=O)[O-]
 : -5	8	-2	-16	5	0.7	-0.6	7	i
[27] c1ccc(CCc2ccccc2-c2nc(-c3ccccn3)no2)cc1
 : -5	30	0	7	8	0.5	-0.7	-2	i
[28] COc1ccc(NC(=O)C2CCC(CNc3c(N4CCCCC4)c(=O)c3=O)CC2)c(OC)c1 (centres undefined)
 : -10	-3	1	2	-16	0.0	-0.7	5	i
[29] COc1ccccc1N1CCN(CCCC(=O)c2ccc(F)cc2)CC1
 : -3	-1	0	-3	6	-1.6	-0.4	-3	i
[30] COc1ccc(C(C#N)N2N=C(C)CC2(C)C)cc1OC (centres undefined)
 : -3	-11	0	3	8	0.3	0.1	1	i

# Some of these compounds in order of the CSN deneddyl inh value, highest first:
item	Molecule	CSN deneddyl inh
18	Cc1cc(=O)[nH]c(Cc2ccc(OC(C)C)cc2)n1	3
28	COc1ccc(NC(=O)C2CCC(CNc3c(N4CCCCC4)c(=O)c3=O)CC2)c(OC)c1 (centres undefined)	2
1	Cc1cc(CNC(=O)C2CCC(=O)N(CCc3ccc(Cl)cc3)C2)no1 (centres undefined)	1
22	Cc1ccc(S(=O)(=O)/N=C(/NC(=S)Nc2ccccc2)c2ccccc2)cc1	0
23	COc1ccc(-c2ccc(OC(=O)NC3CCS(=O)(=O)C3)cc2)cc1 (centres undefined)	-4

# Next part:
# Second line of a record – MsrA act	FAS-TE inh	Rin1 Abl inh	CSN deneddyl inh	MLLE-PAM2 inh	MsrA inh	TbMetRS inhib	E coli Lon inh	Neddyl block
[31] CCCNC(=O)c1ccc(OC)cc1OC
 : -13	-5	3	-3	2	-0.7	-1.4	-10	i
[32] CN(C)S(=O)(=O)N1CCN(c2ccc([N+](=O)[O-])cc2)CC1
 : -4	2	1	-6	-7	0.5	0.4	-6	i
[33] NC(=O)c1sc2nc(-c3cccnc3)ccc2c1N
 : -5	-5	-6	2	15	0.4	-0.7	3	i
[34] Cc1cc(=O)c(C(=O)Nc2cccc(N3CCCC3=O)c2)nn1-c1ccccc1F
 : -2	-6	0	-2	1	0.7	-0.2	-2	i
[35] COC(=O)COc1cc(C)cc2oc(=O)c(CC(=O)OC)c(C)c12
 : -1	-2	1	-1	5	0.9	-0.5	-11	nt
[36] O=C1OC(c2ccc3c(c2)OCO3)N(C(=O)c2ccc(Cl)c(Cl)c2)c2ccccc21 (centres undefined)
 : -2	27	1	-1	-5	0.2	-0.5	0	i
[37] Cc1ccc(CN2CCN(C(=O)CCC(=O)Nc3nnc(C(C)C)s3)CC2)c(C)c1
 : 1	-2	2	-1	0	-0.8	0.8	0	i
[38] S=C(NCc1cccnc1)Nc1cc(Cl)cc(Cl)c1
 : -4	7	0	2	10	0.7	24*	0	i
[39] Cc1ccc(SCCNC(=O)CN2C(=O)c3ccccc3S2(=O)=O)cc1
 : -3	-2	0	2	2	-0.4	-0.5	-13	i
[40] CCCn1c2ccccc2c2cnn(CC(=O)O)c(=O)c21
 : -1	-3	1	4	6	1.7	-0.5	4	i
[41] COc1cc(C2CC(=O)Nc3ccccc3S2)cc(OC)c1OC (centres undefined)
 : -4	-9	-1	-1	7	0.1	-0.8	-9	i
[42] Cc1c(C(=O)N2CCCC(C)C2)sc2ncnc(N3CCCCC3C)c12 (centres undefined)
 : -3	12	1	7	-2	0.1	1.2	-2	i
[43] CO/N=C\Cc1oc(=O)c(NC(=O)c2ccccc2)cc1C(=O)OC
 : -4	0	0	-11	-1	-0.6	-0.2	7	i
[44] CCC(C)(C)NC(=O)c1ccc(Sc2nncn2C)c([N+](=O)[O-])c1
 : 1	-7	0	-1	-20	1.2	-0.7	-4	i
[45] CCCCCCc1nnc(N)s1
 : -11	-9	1	4	-4	-1.2	-1.7	1	i
[46] CC(C)Nc1nc(Oc2ccc(=O)n(-c3ccccc3)n2)nc(N(C)C)n1
 : 1	-2	2	-1	-40	-0.1	-0.7	3	i
[47] Cn1c(CN2CCCCC2)nc2cc(NC(=O)c3ccccc3)ccc21
 : -1	-6	-3	0	-4	-1.1	-0.5	-5	i
[48] COC(=O)Cc1nc2ccccc2[nH]1
 : -13	-8	4	-6	-3	-0.1	-0.2	-13	i
[49] CCc1sc(C(=O)Nc2ccc3nc(C)sc3c2)cc1C
 : -2	15	0	-4	19	0.2	0.3	1	i
[50] Cn1c(Oc2ccc(Cl)cc2)c(C=O)c2ccccc21
 : -6	15	3	0	1	0.2	-0.7	10	i
[51] COc1ccc(Nc2nc(Cl)nc(Nc3ccc(OC)cc3OC)n2)c(OC)c1
 : -11	20	7	-8	5	1.2	-0.7	5	i
[52] O=C(COC(=O)CSc1ccc2ccccc2c1Br)NC1CC1
 : 0	-7	-6	1	10	-0.6	-0.1	-12	i
[53] CC1(c2ccc3ccccc3c2)NC(=O)N(CC(N)=O)C1=O (centres undefined)
 : -6	-5	2	0	3	-0.8	-0.8	-7	i
[54] COC(=O)C(C)Oc1ccc(-c2nccc(-c3cccs3)n2)cc1 (centres undefined)
 : -1	12	-3	2	5	0.8	-1.2	4	i
[55] Cn1c(SCC(=O)N2CCc3ccccc32)nnc1-c1ccc(S(=O)(=O)N2CCCC2)cc1
 : -2	-10	4	11	-24	0.2	0.6	-3	i
[56] CC1CCCCN1CCCNC(=O)c1nn(C)c2c1CSc1ccccc1-2 (centres undefined)
 : 4	-1	5	-2	-4	1.5	0.9	-8	i
[57] COc1ccc(C(=O)NCC(=O)OCc2ccc(Br)cc2)cc1
 : -8	-10	1	0	-1	2.2	-0.5	-3	i
[58] Cc1c(OCC(=O)Nc2cccnc2)ccc2c3c(c(=O)oc12)CCC3
 : -3	-3	3	3	1	-0.7	-0.3	-7	i
[59] O=C(Cc1ccccc1F)Nc1nc(-c2ccc(F)c(F)c2)cs1
 : -1	32	0	4	11	0.1	-0.4	5	i
[60] COc1ccc(NC(=O)C2CC2)cc1OC1CCCC1
 : 0	-4	4	1	-2	nt	-0.6	-4	i
[61] CCOC(=O)N1CCN(Cc2nnc(-c3ccccc3C)o2)CC1
 : -3	-3	5	-4	-16	1.9	-1.2	1	i
[62] CCOc1ccc(OCCCC(=O)ON=C(N)c2ccccc2C)cc1
 : -1	11	3	-2	-2	1.5	-0.7	8	i

# Arranged by molecular weight (ascending): some entries from above
# Second line of a record – MsrA act	FAS-TE inh	Rin1 Abl inh	CSN deneddyl inh	MLLE-PAM2 inh	MsrA inh	TbMetRS inhib	E coli Lon inh	Neddyl block
[35] COC(=O)COc1cc(C)cc2oc(=O)c(CC(=O)OC)c(C)c12
 : -1	-2	1	-1	5	0.9	-0.5	-11	nt
[57] COc1ccc(C(=O)NCC(=O)OCc2ccc(Br)cc2)cc1
 : -8	-10	1	0	-1	2.2	-0.5	-3	i
[36] O=C1OC(c2ccc3c(c2)OCO3)N(C(=O)c2ccc(Cl)c(Cl)c2)c2ccccc21 (centres undefined)
 : -2	27	1	-1	-5	0.2	-0.5	0	i
